# TLR9-MyD88 block: TLR9-MyD88 interaction inhibition. Q9NR96+Q99836. CHO BLA complementation TLR9-MyD88, CCF4 FRET ratio. inhibition, % at 4.98 µM. hit rate 0.21% among 340,000;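 active means inhibition above the mean over all tested compounds plus 3 SD, cut at about 21% in these data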;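 further: 0% = DMSO only wells and 100% = clavulanate BLA inhibitor control wells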
# EBV LMP1 NFkB: Epstein-Barr LMP1 NF-kappaB reporter inhibition. LMP1-induced NF-kappaB luciferase reporter cells, luminescence. hit rate 0.69% among 350,000. inhibition, % at 12.5 µM. AID 504558; in the data active means inhibition above about 41%;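 further: 0% = neutral control wells and 100% = reference inhibitor control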
# TROY NFkB inh: blocks TROY-dependent signaling in reporter cells | Q293 LMP1-TROYcd NF-kB luciferase reporter, 4 h | inhibition, % at 10 µM | hit rate 0.98% among 360,000 | AID 1347056;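 active means compounds whose plate-normalised and pattern-corrected inhibition of the luciferase reporter signal at the single screening dose is 50% or more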
# COUP-TFII inh: inhibitors of human COUP-TFII (NR2F2); P24468; HEK293T NGFI-A luciferase reporter, luminescence; inhibition, % at 8.6 µM; hit rate 0.7% among 370,000;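 active means inhibition above a per-plate cutoff, mean inhibition of test wells between control levels plus 3 SD, cut at about 38% in these data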;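 further: cells cotransfected with COUP-TFII expression vector driving the NGFI-A reporter; 0% = median of COUP-TF2 test wells and 100% = reporter-only cells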
# NR5A2 inv ag: suppresses constitutive activity of human LRH-1. O00482. inhibition, % at 3.6 µM. HEK293T StAR-luciferase reporter, LRH-1 transfected, 24 h. hit rate 0.13% among 360,000;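 active means inhibition above the mean inhibition of all tested compounds plus 3 SD, cut at about 73% in these data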;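 further: 0% = DMSO wells and 100% = reporter-only cells lacking LRH-1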
# Target sequence (O00482 whole entry, looked up): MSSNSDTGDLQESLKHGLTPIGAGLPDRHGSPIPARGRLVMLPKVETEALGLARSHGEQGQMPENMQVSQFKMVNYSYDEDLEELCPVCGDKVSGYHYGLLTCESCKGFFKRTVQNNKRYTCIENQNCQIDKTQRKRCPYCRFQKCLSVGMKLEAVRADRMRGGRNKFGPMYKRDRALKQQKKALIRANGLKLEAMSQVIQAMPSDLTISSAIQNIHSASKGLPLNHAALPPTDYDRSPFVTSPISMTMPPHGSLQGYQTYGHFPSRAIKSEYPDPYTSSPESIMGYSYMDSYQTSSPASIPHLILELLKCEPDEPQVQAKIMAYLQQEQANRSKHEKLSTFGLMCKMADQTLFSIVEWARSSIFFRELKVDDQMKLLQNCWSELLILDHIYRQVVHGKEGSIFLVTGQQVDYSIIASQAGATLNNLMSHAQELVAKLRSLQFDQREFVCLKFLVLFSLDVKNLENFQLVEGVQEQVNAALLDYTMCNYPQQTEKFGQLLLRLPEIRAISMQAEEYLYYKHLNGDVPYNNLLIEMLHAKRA
# NCOA3 inh: inhibitors of human steroid receptor coactivator 3 (SRC3); inhibition, % at 3.6 µM; Q9Y6Q9; AID 588352; HEK293 GAL4-SRC3 luciferase reporter, luminescence; hit rate 0.17% among 360,000;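 active means inhibition above a per-campaign cutoff, the mean of all compounds plus 3 SD, cut at about 60% in these data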;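 further: 0% = DMSO-treated cells and 100% = gossypol-treated cells at 36 µM; higher means less SRC3-driven luciferase light from the GAL4 reporter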
# Vif imaging: inhibitors of HIV Vif | HEK293T cells, Vif self-association by quenched fluorescence, imaging, 24 h | inhibition, % at 7.49 µM | hit rate 0.35% among 340,000; in the data active means inhibition above about 50%, passing the limit was not always enough; further: some results filed as inactive read as strong as hits
# TRAIL sens C8: sensitizes caspase-8 expressing cells to TRAIL. NB7+C8 cells + TRAIL, ATPlite viability luminescence. inhibition (viability loss, TRAIL sensitization), % at 10 µM. hit rate 1% among 360,000. AID 624354;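 active means compounds causing at least 50% loss of cell viability in the single-dose screen, relative to plate controls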
# SRC2 inh: human SRC2 (NCOA2) inhibition; Q15596; AID 651957; hit rate 0.17% among 370,000; HEK293 GAL4-SRC2 luciferase reporter, luminescence; inhibition, % at 9 µM;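 active means inhibition above the mean inhibition of all tested compounds plus 3 SD, set per campaign, cut at about 52% in these data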;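 further: 0% = DMSO treated cells and 100% = cells given Gossypol at 36 µM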
# NCOA1 inh: inhibitors of human steroid receptor coactivator 1 (SRC1). HEK293 GAL4-SRC1 luciferase reporter, luminescence. inhibition, % at 3.6 µM. hit rate 0.12% among 360,000;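 active means inhibition above the campaign mean plus 3 SD, with each screening campaign given its own cutoff, cut at about 60% in these data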;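 further: 0% = DMSO treated cells and 100% = gossypol at 36 µM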
# NOD2-RIPK2 inh: inhibitors of human NOD2-RIPK2 interaction; O43353; CHO BLA complementation NOD2-RIPK2, CCF4 ratio; inhibition, % at 4.98 µM; hit rate 0.38% among 360,000; AID 624267; in the data active means inhibition above about 21%;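 further: 0% = vehicle only and 100% = reference blocker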
# Target sequence (O43353 whole entry, looked up): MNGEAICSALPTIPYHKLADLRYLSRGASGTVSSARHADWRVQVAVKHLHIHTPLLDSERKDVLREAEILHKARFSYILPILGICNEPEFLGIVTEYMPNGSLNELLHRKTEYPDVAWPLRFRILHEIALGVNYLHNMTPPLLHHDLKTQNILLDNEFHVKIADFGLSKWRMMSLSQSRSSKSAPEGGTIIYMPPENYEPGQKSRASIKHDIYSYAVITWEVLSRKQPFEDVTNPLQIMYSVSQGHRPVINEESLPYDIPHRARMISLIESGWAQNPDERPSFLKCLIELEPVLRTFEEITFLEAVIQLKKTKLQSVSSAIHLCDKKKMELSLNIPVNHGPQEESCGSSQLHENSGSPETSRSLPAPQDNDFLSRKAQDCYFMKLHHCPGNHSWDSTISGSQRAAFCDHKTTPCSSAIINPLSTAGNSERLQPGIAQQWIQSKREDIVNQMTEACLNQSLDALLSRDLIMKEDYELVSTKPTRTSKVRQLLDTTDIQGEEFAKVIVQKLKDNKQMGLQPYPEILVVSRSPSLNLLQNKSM
# Numbers without * were called inactive; x = no result given.
SMILES,TLR9-MyD88 block,EBV LMP1 NFkB,TROY NFkB inh,COUP-TFII inh,NR5A2 inv ag,NCOA3 inh,Vif imaging,TRAIL sens C8,SRC2 inh,NCOA1 inh,NOD2-RIPK2 inh
Nc1nc(-c2sc3nc4c(cc3c2N)CCCC4)nc(N2CCOCC2)n1,-5,-13,-35,x,-18,-12,7,33,x,-39,-12
CN(C)S(=O)(=O)c1ccc(-c2csc(-c3cccnc3)n2)cc1,3,-4,-20,-18,-19,-14,3,-2,10,-14,-1
COc1ccc(Cl)cc1S(=O)(=O)N1CCN(C(=O)c2n[nH]c(=O)c3ccccc23)CC1,-2,-6,7,19,1,-7,26,13,31,17,-3
Cc1ccc(OCC(=O)N/N=C/c2cn[nH]c2-c2ccc(Cl)c(Cl)c2)cc1,1,2,27,0,0,-8,-9,21,5,10,0
CCCC/C(O)=C1\C(=O)CC(C)(C)CC1=Nc1ccc(N)cc1,3,-4,-2,2,7,5,0,0,-14,-1,-6
Oc1ccccc1/C=N/n1cnnc1,9,-2,x,6,2,-10,2,-6,-4,-4,1
O=C(O)c1cccc(N/N=C/c2sc(N3CCOCC3)nc2-c2ccccc2)c1,-3,-35,-88,-10,-89,-75,-11,20,-64,-121,4
Cc1c(OCC(=O)N2CCC(C(N)=O)CC2)ccc2c3c(c(=O)oc12)CCC3,-9,-9,0,-9,4,10,-2,11,-15,-11,-15
CC(C)NC(=O)C1(C)CCN1C(=O)Cc1ccc(-c2ccccc2)cc1 (stereo not drawn),x,x,-12,23,4,-2,-13,-14,-12,-2,-4
COc1ccc(CNS(=O)(=O)c2ccc(Br)s2)cc1,-6,-6,12,-16,8,4,-10,-8,9,-13,-14
COc1ccc(CNC(=O)CSc2nnc(C)n2-c2ccc(F)cc2)cc1,6,1,10,2,-4,19,3,-1,14,2,-1
CCn1c2ccccc2c2nnc(SCC(=O)Nc3cc(C)on3)nc21,5,6,0,-7,-1,18,-4,-2,-15,-9,8
CCOC(=O)[C@@H]1[C@H]2COc3cc(OC)ccc3[C@H]2N2C(=O)N(c3ccc(C(F)(F)F)cc3)C(=O)[C@]12C,3,1,39,-3,-44,-4,-4,6,-23,12,-1
Oc1ccccc1CNCCCNCc1ccccc1O,5,3,0,-5,3,-23,4,-22,-3,-8,-7
CN(C)S(=O)(=O)c1cccc(-c2nnc(-c3ccccc3)o2)c1,-10,-19,-31,x,-57,-137,0,12,x,-74,4
Cc1ccc(C)c(S(=O)(=O)C(C#N)c2nc3ccccc3nc2N2CC(C)OC(C)C2)c1 (stereo not drawn),1,2,8,-21,20,16,-18,2,-27,-7,-1
CC1(C)NC(=O)N(CC(O)COc2ccccc2C(=O)Nc2ccccc2)C1=O (stereo not drawn),-2,-2,12,2,-17,8,-5,-4,14,-22,-6
O=C(Cn1cnc2c(cnn2-c2ccc(Cl)cc2)c1=O)NCCc1ccccc1,1,0,4,-5,12,8,-12,4,-16,5,-13
O=C(COc1ccc(Br)cc1Br)NC(=S)N1CCCc2ccccc21,-6,-4,43,x,3,7,-1,10,x,-10,-2
COC(=O)CN1C(=O)[C@H]2[C@@H](/C=C/c3ccccc3)N3C(=O)CN(Cc4ccccc4)C(=O)[C@@]3(Cc3ccccc3)[C@H]2C1=O,-1,-2,-4,8,-15,-5,-1,-13,16,-7,3
NC(=O)C[n+]1cccc(C(=O)Nc2ccccc2)c1,-6,0,3,-7,3,2,3,-12,6,12,2
Cc1cc(C(=O)CSc2nc3ccccc3n2C)c(C)n1C,8,3,-3,-7,14,-3,-2,-5,-13,-23,1
Cc1cccc(C(=O)N2CCN=C2SCc2ccc([N+](=O)[O-])cc2)c1,-1,9,22,12,6,15,4,23,22,5,-5
Cc1cccc(C)c1Nc1nnc(SCC(=O)NCc2cccs2)s1,1,-2,-15,15,9,5,11,-11,10,-10,-12
CC(=O)N[C@H]1[C@H](Oc2ccc3c(c2)CCC2C3CC[C@]3(C)C(=O)CCC23)O[C@H](CO)[C@@H](O)[C@@H]1O (stereo partly drawn),2,-5,0,-19,-4,6,x,2,-3,-2,-12
Cc1nc(NC(=O)c2ccccc2)sc1C1(C)CC(c2ccccc2F)=NO1 (stereo not drawn),-3,-28,-1,-26,4,-31,10,11,-25,-10,-3
O=P(OC1CCS(=O)(=O)C1)(c1ccccc1)c1ccccc1 (stereo not drawn),1,-21,6,6,9,10,4,-13,-4,-44,-6
CC(C)C(=O)N1CCN(c2nc3ccc(Cl)cc3s2)CC1,2,1,-49,-4,-78,-34,-1,13,-24,-71,-8
Cc1cc(C)n(-c2nncn2NC(=O)c2ccc(Cl)cc2O)n1,0,5,8,4,13,-15,-1,-4,-12,-9,0
Cc1ccc(SCCNC(=O)c2ccc(C)c(S(=O)(=O)Nc3cccc(C)c3)c2)cc1,5,13,36,9,15,-8,-14,4,11,6,12

# In another format: results already given.
# Every second line gives: TLR9-MyD88 block	EBV LMP1 NFkB	TROY NFkB inh	COUP-TFII inh	NR5A2 inv ag	NCOA3 inh	Vif imaging	TRAIL sens C8	SRC2 inh	NCOA1 inh	NOD2-RIPK2 inh
Cc1cccc(C(=O)N2CCN=C2SCc2ccc([N+](=O)[O-])cc2)c1
  -1	9	22	12	6	15	4	23	22	5	-5
CC(=O)N[C@H]1[C@H](Oc2ccc3c(c2)CCC2C3CC[C@]3(C)C(=O)CCC23)O[C@H](CO)[C@@H](O)[C@@H]1O (stereo partly drawn)
  2	-5	0	-19	-4	6	x	2	-3	-2	-12

# Continuation:
SMILES,TLR9-MyD88 block,EBV LMP1 NFkB,TROY NFkB inh,COUP-TFII inh,NR5A2 inv ag,NCOA3 inh,Vif imaging,TRAIL sens C8,SRC2 inh,NCOA1 inh,NOD2-RIPK2 inh
Cc1ccc(C(=O)NCc2ccc(N3CCN(C)CC3)cc2)cc1C,4,-6,2,-8,-12,-5,-9,0,0,-16,-6
CCCC(=O)NC(C)C(c1cccs1)N1CCN(c2ccccc2)CC1 (stereo not drawn),3,4,5,7,10,2,x,-14,8,14,9
COc1ccccc1-n1c(SCC(=O)Nc2ccc(F)cc2)nc2c(c1=O)SCC2,-5,-5,-29,11,43,13,0,29,-18,7,20
Cc1ccc(S(=O)(=O)N2C[C@H]3N(C(=O)OC(C)C)N(C(=O)OC(C)C)C[C@H](OC(=O)NCc4ccccc4F)[C@@]3(O)C2)cc1,9,-3,4,2,17,-3,1,18,5,-2,-7
COC(=O)c1ccc(NC(=O)c2ccc(C)cc2)o1,-7,-1,1,-20,-25,-10,-12,0,-37,-37,-4
CC(=O)N1CCN(c2ccc(NC(=O)c3ccc4c(c3)OCO4)cc2)CC1,2,-3,-5,-16,15,7,7,-19,2,-22,3
Cc1cc(C)c(S(=O)(=O)N2CCN=C2c2ccccc2)c(C)c1,3,2,-3,1,1,6,4,-4,-6,-4,-7
CCc1ccc(Nc2cnn(C34CC5CC(CC(CC(=O)O)(C5)C3)C4)c(=O)c2Cl)cc1,1,6,3,18,-6,-4,-6,0,-4,-8,-5
COc1ccc(CCNC(=O)C(=O)NCCC2CCCCN2S(=O)(=O)c2cccs2)cc1 (stereo not drawn),-2,-1,-6,10,13,-9,-4,21,-15,7,-7
COc1cc(C(=O)Nc2ccc(NC(=O)C3CCCCC3)nc2)cc(OC)c1OC,-9,-6,4,8,-11,-2,-9,28,-26,-6,-6
CS(=O)(=O)N(CC(=O)N1CCOCC1)c1cccc(Cl)c1Cl,-2,-1,5,-11,-5,-3,5,-1,-22,-6,5
Cc1ccc(S(=O)(=O)N2CCC(C(=O)OCc3ccc([N+](=O)[O-])cc3)CC2)cc1,-7,-2,1,1,-1,-11,-1,-1,21,6,1
O=C(CCN1C(=O)C2C3C=CC(C3)C2C1=O)N1CCN(c2ccc([N+](=O)[O-])cc2)CC1 (stereo not drawn),4,-4,7,5,30,6,40,1,5,2,-4
O=C(OC1CCCCC1)c1ccc(NC(=O)c2ccco2)cc1,7,-89,-34,-28,-89,-99,-12,23,-9,-92,-8
CC(C)=CCc1c2c(c3occ(-c4ccc(O)c(O)c4)c(=O)c3c1O)C=CC(C)(C)O2,-11,-40,-33,29,5,0,7,36,-12,6,-6
O=C(Cn1cnc2c(oc3ccccc32)c1=O)N1CCCC1,11,-19,-33,-19,6,-8,-2,3,-20,-7,4
COCCN(CC(=O)Oc1ccccc1P(=O)(OC)OC)Cc1ccccc1,x,x,-4,-17,-20,-15,-2,1,-14,-15,-8
O=C(CN1C(=O)S/C(=C/C=C/c2ccccc2)C1=O)Nc1ccc(C(=O)O)cc1,-5,-9,-43,-15,7,2,3,4,2,-1,-6
COCCNC(=O)CN1C(=O)COc2ccc(S(=O)(=O)N3CC(C)CC(C)C3)cc21 (stereo not drawn),-6,-4,10,13,11,25,-4,-7,-67,-15,0
CCC(Oc1ccccc1)C(=O)N1CCN(CC)CC1 (stereo not drawn),-3,-5,4,8,-14,-26,x,-16,16,-1,10
O=C(O)c1ccccc1Oc1ccc(Oc2ccccc2)cc1,2,1,-56,2,-52,-6,8,-7,-7,-26,1
CCCc1cc(=O)oc2cc(C)cc(OCC(=O)NC3CCN(Cc4ccccc4)CC3)c12,2,-5,-34,-26,8,-8,1,5,6,3,-1
COc1ccc(OCCC(=O)OCC(=O)NC2CCCCCCC2)cc1,-7,3,-18,-15,3,14,-5,1,21,2,-1
Cc1cccc(C(=O)O/N=C/c2c(Cl)n(C)c3ccccc23)c1,-3,3,2,24,-15,-29,21,8,0,-27,-8
CCn1c(=O)c(C(=O)NNS(=O)(=O)c2ccc(Br)cc2)c(O)c2ccccc21,-6,-1,50,7,3,-2,3,-2,-11,-2,0
CCOc1ccc2nc(NC(=O)CC3Oc4ccccc4NC3=O)sc2c1 (stereo not drawn),-2,-13,-7,14,-2,7,7,-2,5,-9,-2
CC(C)CCN(C(=O)c1csnn1)C(C(=O)NC1CCCC1)c1ccc(F)cc1 (stereo not drawn),0,-5,-6,5,13,9,6,-20,7,10,1
COCC(=O)Nc1nnc(Cc2ccc(OC)c(OC)c2)s1,-2,16,9,8,-3,10,4,-5,7,1,-6
CCOc1ccc(NC(=O)c2cnc3scc(C)n3c2=O)cc1,-5,4,-84,-8,13,7,20,9,-2,9,-4
Brc1ccc(OCCCCCN2CCOCC2)cc1,1,1,-17,3,-14,0,-10,3,19,-3,0
CC(=O)Nc1ccc(NC(=O)c2cccc3ccccc23)cc1,1,-4,12,2,-9,-6,12,-21,-10,-13,-2
O=C(CN1CCC(NC(=O)c2ccccc2F)CC1)Nc1ccc2c(c1)OCO2,-9,-9,5,9,33,-1,3,-1,18,-4,-1
Cc1c(C)c2cc(Cl)c(OCC(=O)NC3CC(C)(C)NC(C)(C)C3)cc2oc1=O,-1,1,2,-25,10,-3,0,19,-72,-1,-1
COc1cccc(C(NC(C)=O)c2nc(-c3cccc(NC(C)=O)c3)cs2)c1 (stereo not drawn),x,x,6,-1,14,-2,x,-2,7,3,5
NC(=S)NNC(=O)C12CC3CC(CC(C3)C1)C2,1,-11,-5,2,13,4,-4,-1,6,-9,-5
Cc1cc(C)nc(SCC(=O)c2ccc(O)cc2O)n1,-2,-3,-7,-13,2,2,x,-8,-7,-19,-4
CCCC(=O)NCCc1nc2ccccc2n1CCC,-3,1,-3,-14,1,-3,-5,3,-2,-3,-11
O=C(c1ccccc1Nc1ccc(SC(F)F)cc1)N1CCCCC1,-13,0,-5,8,6,13,-4,6,-14,15,-1

# Screens (PubChem)

# The list is partial, so the mix of outcomes need not match the whole.
